ABCB6 inh MLPCN: ABCB6 transporter inhibitors, primary screen, K562-ABCB6 cells, flow cytometry, MLPCN library. actives 0.19% (n = 360,000). K562-ABCB6 porphyrin accumulation, 1 h; hits give low values. fluorescence ratio to DMSO, % at 10 µM. ATP-binding cassette sub-family B member 6 (Homo sapiens), Q9NP58;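 active means fluorescence ratio to DMSO below 75%, the collection mean minus 3 SD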;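 further: signal is porphyrin accumulated inside mitochondria; 100% equals median channel fluorescence of DMSO control wells; lower ratio means ABCB6 inhibition with less porphyrin fluorescence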
CaV13 FRET inh: Primary screen for inhibitors of IQ motif and Ca2+-dependent inactivation inhibitor domain binding in CACNA1D, Förster resonance energy transfer in living cells, …. HEK cells, CFP/YFP FRET ICDI-IQ, plate reader, 10 min; percent FRET-ratio fall versus neutral wells. inhibition, % at 12.3 µM. actives 0.098% (n = 340,000);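 active means mean replicate inhibition of at least 30% and at least 1% of replicates passing that level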;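 further: 0% = median of the neutral control wells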
Exocytosis inh: LAMP-1 surface exposure blockers, TALL-104 cells – cell-based, flow cytometry, MLPCN library, primary screen | actives 0.66% (n = 360,000) | TALL-104 LAMP-1 surface exposure; cells stimulated with thapsigargin and PMA | AID 651702, 2012 | inhibition, % at 10 µM;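 active means inhibition above about 55%, limit read from the data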
MC4R ag barr: MC4R agonists recruiting beta-arrestin, primary screen, cell-based, luminescence, agonist arm of biased-ligand search; AID 540308, 2011; activation, % at 8.9 µM; U2OS MC4R beta-arrestin complementation; percent of melanotan II response, DMSO zero; Melanocortin receptor 4 (Homo sapiens), P32245; actives 0.98% (n = 360,000);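 active means activation above a per-plate cutoff, the mean activation of sample wells on that plate plus 3 SD, cut at about 8% in these data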
Target sequence (P32245 whole entry, looked up): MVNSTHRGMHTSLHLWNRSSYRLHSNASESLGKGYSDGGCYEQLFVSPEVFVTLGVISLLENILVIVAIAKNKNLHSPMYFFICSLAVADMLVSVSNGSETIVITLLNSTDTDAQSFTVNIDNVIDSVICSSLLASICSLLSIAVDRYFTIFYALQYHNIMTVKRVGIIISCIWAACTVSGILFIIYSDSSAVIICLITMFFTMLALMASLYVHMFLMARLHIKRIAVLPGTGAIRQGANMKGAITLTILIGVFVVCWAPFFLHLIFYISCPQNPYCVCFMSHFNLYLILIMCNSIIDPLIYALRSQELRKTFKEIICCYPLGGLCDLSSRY
MC4R antagonist: MC4R antagonists of cAMP signaling, primary screen, cell-based, TR-FRET, antagonist arm of biased-ligand search. Melanocortin receptor 4 (Homo sapiens), P32245. MC4R-expressing cells, MTII-stimulated cAMP, LANCE TR-FRET. inhibition, % at 6.5 µM. actives 0.48% (n = 360,000). AID 540295, 2011;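 active means inhibition above its plate's cutoff, the mean of tested wells on that plate plus 3 SD, cut at about 29% in these data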;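 further: 0% = Melanotan II alone and 100% = Melanotan II plus saturating MCL0020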
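Assay system: U2OS cells stably expressing human melanocortin 4 receptor (MC4R) / Dosing: 6.5 µM / Timing: compound 30 min, challenge 1 h, detection 1 h / Measured by: Eu-cAMP/anti-cAMP TR-FRET, emission 671 nm / Replicates: singlicate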
ABHD5 PLIN5 PPI: ABHD5-PLIN5 interaction inhibitors, primary screen, cell lysate, split luciferase complementation, luminescence | Split G. princeps luciferase complementation, 4 h | inhibition, % at 4 µM | actives 0.78% (n = 360,000);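 active means inhibition above the mean inhibition across every tested compound plus 3 SD, cut at about 22% in these data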;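 further: 0% = DMSO only wells and the 100% control is not disclosed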
Glyco luc inh: increase of ERlucT glycosylation luciferase signal, primary screen, N-linked glycosylation inhibitor project, D54 ERlucT cells, luminescence, set 2; D54 ERlucT glycosylation luciferase reporter, 24 h; percent of 100 nM tunicamycin response; reporter increase, % at 12.5 µM; actives 0.23% (n = 360,000); AID 588692, 2011;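 active means mean luciferase reporter signal, scaled so untreated is 0 and the glycosylation-blocking control 100, at or above a set limit in every replicate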;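 further: luciferase carries N-glycosylation sites so blocking glycosylation raises the light; 0% = median of neutral control wells and 100% = median of 100 nM tunicamycin wells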
PDI inh: inhibitors of human PDI, primary screen, biochemical, turbidity, single point, plate reader. PDI insulin aggregation turbidity, A650, 90 min. Protein disulfide-isomerase (Homo sapiens), P07237. inhibition, % at 10 µM. actives 0.052% (n = 350,000). AID 588391, 2011;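 active means mean inhibition across replicates of 30% or more, whatever share of single replicates reach that level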;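 further: absorbance from insulin aggregation driven by PDI reduction with DTT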
Target sequence (P07237 whole entry, looked up): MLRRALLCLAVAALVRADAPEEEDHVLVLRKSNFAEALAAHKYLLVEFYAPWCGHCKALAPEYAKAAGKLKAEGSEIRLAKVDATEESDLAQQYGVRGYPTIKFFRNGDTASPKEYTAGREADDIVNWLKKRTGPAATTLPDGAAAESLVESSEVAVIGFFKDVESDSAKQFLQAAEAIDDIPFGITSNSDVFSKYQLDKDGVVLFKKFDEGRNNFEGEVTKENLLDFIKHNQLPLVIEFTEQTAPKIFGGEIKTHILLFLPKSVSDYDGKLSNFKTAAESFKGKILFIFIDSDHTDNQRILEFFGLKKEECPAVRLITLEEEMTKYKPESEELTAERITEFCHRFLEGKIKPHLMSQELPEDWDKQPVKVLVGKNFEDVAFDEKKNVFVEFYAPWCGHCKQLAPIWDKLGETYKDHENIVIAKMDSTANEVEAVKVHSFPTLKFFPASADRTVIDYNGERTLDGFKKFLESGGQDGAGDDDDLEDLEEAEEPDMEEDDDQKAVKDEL
Cardio protect: cardioprotection against H2O2-induced cell death, primary screen, uHTS, H9c2 cells, ATPLite luminescence. H9c2 cardiomyocytes, H2O2 injury protection, 2 h. protection from H2O2 cell death, % at 20 µM. actives 0.63% (n = 360,000);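 active means compounds giving at least 50% protection of heart cells from peroxide-induced death in the single-dose screen, raw or plate-pattern-corrected value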;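 further: 0% = DMSO wells with peroxide and 100% = DMSO wells without peroxide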
m5-HT2A agonist: mouse Htr2a agonists via beta-arrestin recruitment, primary screen, cell-based, luminescence; 5-hydroxytryptamine receptor 2A (Mus musculus), P35363; CHO-K1 mHTR2A beta-arrestin complementation; percent of 30 µM serotonin response; activation, % at 7.6 µM; actives 0.66% (n = 360,000); AID 624169, 2012;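 active means activation above a run cutoff, the mean activation of all tested compounds plus 3 SD, cut at about 14% in these data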;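 further: 0% = plate median of compound wells and 100% = 30 µM serotonin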
* marks the source's active call; other numbers are inactive results; nt = not tested or not shown.

molecule,ABCB6 inh MLPCN,CaV13 FRET inh,Exocytosis inh,MC4R ag barr,MC4R antagonist,ABHD5 PLIN5 PPI,Glyco luc inh,PDI inh,Cardio protect,m5-HT2A agonist
CC(NC(=O)COC(=O)/C=C/c1ccco1)c1ccccc1 (centres undefined),88,-5,-1,-0.9,16,8,1,2,1,0
O=C(Nc1nc2ccc(Cl)cc2s1)[C@@H]1CCCN1C(=O)c1cccs1,97,-5,-3,-1.7,20,2,-3,2,-1,-2
O=C(O)CCNc1ccc(Cl)cc1,101,-4,-2,1.0,14,2,1,-2,1,-2
CC(=O)c1ccc(Nc2nc(C(N)Cc3ccc(N)cc3)cs2)cc1 (centres undefined),171,-5,0,-1.8,-2,2,5,-6,2,2
Cc1sc2nc3c4ccccc4c(NCc4ccco4)nn3c(=O)c2c1C,92,-3,0,-1.4,7,32*,2,-4,21,4
Cn1nc(C(C)(C)C)cc1C(=O)NNC(=O)c1ccc(C(F)(F)F)cc1,95,-4,-5,-1.1,14,-9,4,0,-9,3
O=S1(=O)CC(N2CCN(c3ccccn3)CC2)CN1Cc1ccc(F)cc1 (centres undefined),119,nt,1,nt,nt,-3,-1,nt,4,-4
CN1CCN(C2CCN(c3ccc(Nc4nnc(Cl)c(Nc5ccccc5S(C)(=O)=O)n4)c(OC(CF)CF)c3)CC2)CC1,95,-10,2,-0.7,-2,7,-4,-6,7,-1
Cc1ccc(NC(=O)CSc2nnc(NC3CC3)s2)cc1S(=O)(=O)N1CCOCC1,98,-11,-13,1.4,12,-2,4,-3,2,2
O=C(/C=C/c1ccc(OC(F)F)cc1)Nc1cccc(S(=O)(=O)N2CCOCC2)c1,98,nt,5,-3.9,11,9,-5,-10,-6,-7
COc1ccc(CN2CCCC(C(=O)N3CCCC3)C2)c(OC)c1 (centres undefined),94,-5,-5,-0.8,-2,3,4,5,1,9
Cc1ccc(S(=O)(=O)N2CCCCC2)cc1NC(=O)c1cnccn1,97,nt,-3,-3.3,5,-12,2,-5,3,-2
Cc1ccc(C)c(N(C(=O)c2snc(C(N)=O)c2N)C(C(=O)NCC2CCCO2)c2cccs2)c1 (centres undefined),91,3,-2,-2.4,10,0,-3,2,-8,1
CCOC(=O)NC(Nc1nnc(C)s1)(C(=O)OCC)C(F)(F)F (centres undefined),97,nt,0,-1.6,14,1,1,1,8,2
Oc1ccc(/C=N/NC2=NCCCCC2)cc1,101,-13,-2,1.4,-2,-2,1,6,0,-4
CCOC(=O)Cn1c(=O)oc2cc(S(=O)(=O)NC3CCCc4ccccc43)ccc21 (centres undefined),99,-5,5,-1.1,18,7,-1,6,2,-4
NC(=O)c1c(NC(=O)Cn2cc([N+](=O)[O-])cn2)sc2c1CCCC2,101,-1,-7,-2.1,7,3,1,6,-6,-2
CN(C)C=Nc1nonc1N,97,0,27,1.7,13,10,-1,-4,5,-1
COc1ccc2c(CN(Cc3ccccc3)Cc3ccccc3)cc(=O)oc2c1,99,-9,1,nt,nt,-7,-5,nt,-6,-3
O=C(COC(=O)C1CCCC1)NCc1ccc(Cl)cc1,94,-4,-1,-1.5,-1,-6,-1,6,-4,2
O=C(CNC(=O)Cc1ccc(Cl)cc1)NCc1ccco1,95,1,0,-0.9,11,3,1,0,0,1
N#Cc1c2n(c(=S)n(-c3ccccn3)c1=O)CCCCC2,98,-5,-2,0.1,1,-5,-1,1,3,-1
N#Cc1cc2ccccc2n2nnnc12,97,-4,-5,-0.3,2,4,0,-7,6,3
CC(=O)OC(C(=O)Nc1ccccc1)C(C)S(=O)(=O)c1ccccc1 (centres undefined),101,nt,2,-0.5,18,3,-5,-3,-16,-1
CCCSc1nc(C)cc(=O)[nH]1,102,-5,-4,-1.8,0,-1,2,-8,11,-1
CC(C)n1cnc2c(Nc3ccc(C(=O)O)cc3)nc(Cl)nc21,98,-9,-1,-1.6,-5,3,0,0,-2,0
CCn1c(SCC(=O)c2ccc(OC)cc2)nnc1C1CC1,103,-5,0,-1.1,1,2,nt,1,-2,1
Cn1c2c(c(=O)n1-c1ccccc1)CSCC2,105,-3,16,-0.1,14,-10,2,5,2,4
CCc1cc(C(=O)OC)c(NC(=O)CC2Sc3ccc(C(F)(F)F)cc3NC2=O)s1 (centres undefined),99,-2,6,7.8,5,4,2,7,-2,1
CC1=NNC(=O)C1CCC(=O)N/N=C/C=C/c1ccccc1 (centres undefined),97,-3,3,-0.6,2,-1,-1,-1,0,-1
Cc1ccc(N2C(=O)C3C(c4ccccc4)N4CCCN4C3(C)C2=O)cc1 (centres undefined),87,-5,0,-0.3,2,-1,-1,-1,8,0
COc1ccc(-c2noc(CCC(=O)NC3CCCC3)n2)cc1,101,-1,-1,0.0,15,-2,1,-4,1,-4
O=C(CCN1C(=O)[C@@H]2Cc3ccccc3CN2C1=O)NCc1ccc(Cl)cc1,104,-13,4,-1.3,10,13,-2,-16,0,-3
COc1ccc(C(NC(=O)c2ccc(F)cc2)c2ccccc2)cc1 (centres undefined),100,-5,0,-2.5,8,0,-1,-3,-9,-4
CCc1cccc(NC(=O)NC(=O)Cn2nnc(C(=O)OC)c2C(=O)OC)c1,100,-5,-3,-3.5,1,-9,1,-2,-3,-1
CCOC(=O)C[C@H]1c2ccc(C(F)(F)F)cc2S(=O)(=O)N1C(C)(C)C,94,-11,-2,-0.5,2,-9,3,-1,-4,-2
CCCCOc1ccc(S(=O)(=O)N2CCN(c3ccc(N4CCN(CC)CC4)nn3)CC2)cc1,100,-6,-5,-0.4,15,-4,4,9,-8,-5
COc1ccc(-c2nc(C(N)=O)c3[nH]c(=O)n(-c4cccc(C)c4)c3n2)c(OC)c1,92,-6,6,0.4,-8,-4,0,-15,30,5
S=C(NCc1ccco1)Nc1cc(-c2ccccc2)[nH]n1,95,-7,30,-1.5,3,2,0,2,2,-1
CC1(C)C(=O)N(c2ccccc2Cl)C(=O)c2ccccc21,162,-3,-6,0.0,7,3,0,13,-2,0
COc1ccc(C(=O)N2N=C(c3ccccc3)CC2(O)C(F)(F)F)cc1 (centres undefined),92,1,13,-1.9,-2,4,-2,0,-2,2
C=C(C)CNC(=S)Nc1cccc(S(=O)(=O)NC2=NCCC2)c1,95,-2,-4,-0.8,4,1,1,6,7,4
COC(=O)c1cc(OC)c(OC)cc1NC(=O)CCN1C(=O)C2CCCCC2C1=O (centres undefined),98,-18,3,-1.3,9,4,2,-21,8,-2
CC(NC(=O)c1cc(COc2ccc3ncccc3c2)on1)c1ccc(F)cc1 (centres undefined),97,-2,-1,2.9,12,0,-4,2,-32,5
CCOC(=O)c1c(NC(=S)N2CCCCC2)sc2c1CCN(C(=O)OCC)C2,94,-17,8,-1.6,12,11,-6,-6,-4,-1
N#CC1(NC(=O)Cn2ncc(Cl)c(Cl)c2=O)CCCCC1,95,-6,-4,-2.9,35*,10,-7,-1,-11,12
Cc1ccccc1CNC(=O)Nc1cccs1,110,-5,-8,2.2,4,-16,-1,6,-8,-1
COC(=O)c1ccc(NC(=O)CSc2nn3c(=O)c(C)nnc3s2)cc1,94,-7,0,-3.8,9,-8,2,6,0,-1
CN(C)c1nc(-c2ccccc2)c2cnn(Cc3ccccc3)c2n1,91,-7,0,1.7,1,1,-3,-8,-9,-1
CCCCCCCCN1C(=O)[C@H](CC(=O)NCc2ccccc2)C[C@@]2(C(=O)OCC)CCC=C12,nt,-8,-7,nt,nt,-1,nt,nt,nt,0

(further entries)
molecule,ABCB6 inh MLPCN,CaV13 FRET inh,Exocytosis inh,MC4R ag barr,MC4R antagonist,ABHD5 PLIN5 PPI,Glyco luc inh,PDI inh,Cardio protect,m5-HT2A agonist
CC1CCN(C(=O)C2CCCN(c3ncnc4c3nc3n4CCCCC3)C2)CC1 (centres undefined),104,-7,0,-1.5,1,-4,4,-2,2,3
O=C1/C(=C/c2ccncc2)CCC/C1=C\c1ccncc1,106,-16,5,-3.0,7,99*,-19,8,-12,1
Nc1nnnn1CC(=O)N/N=C/c1ccc(-c2cccc(Cl)c2)o1,96,-1,-2,1.0,0,5,-2,11,-2,-3
C/C(CC(=O)Nc1ccc2ccccc2c1)=N\NC(=O)c1ccc(O)c(O)c1,94,-3,-5,-1.5,2,-5,0,15,26,4
CCOC(=O)C1(Cc2cccc(OC)c2)CCN(Cc2csc(C(C)=O)c2)CC1,98,-3,-1,-3.3,2,2,-2,6,-6,0
CC(CCc1ccccc1)NC(=O)COC(=O)C(CCC(N)=O)NC(=O)c1ccc(F)cc1 (centres undefined),100,-6,0,-3.0,6,1,1,0,5,1
CC1(C(=O)Nc2cccc(C#N)c2)CCN1C(=O)CCc1ccccc1 (centres undefined),105,-6,-2,-0.4,-5,0,0,-11,-1,-1
CCOc1ccccc1NC(=O)/C(C#N)=C/c1cccnc1,97,nt,2,-0.3,2,2,2,3,-2,6
COc1ccc(OC)c(NC=C2C(=O)OC(C)(C)OC2=O)c1,103,nt,-6,-1.6,-2,-3,3,0,34,4
COC(=O)c1ccc(-c2nc3cc(N)ccc3o2)cc1,120,-8,-5,-1.0,0,-1,-3,9,-29,2
CCNC(=O)Nc1nc2ccccc2s1,98,-5,18,-4.2,-1,1,-1,2,-2,-5
O=C(C1=C[C@@H](C2CCCCC2)C[C@@H](OCc2ccc(CO)cc2)O1)N1CCN(Cc2ccc3c(c2)OCO3)CC1,100,-7,8,0.7,4,16,-5,4,0,-2
COc1ccc(/C=C2\SC(=O)N(CC(=O)NCCC(C)C)C2=O)cc1OC,101,6,-2,-0.5,-2,1,-1,-4,-5,-1
O=C(CCc1nc2sc3c(c2c(=O)[nH]1)CCCC3)Nc1ccccc1Cl,100,-6,0,7.7,12,4,1,-10,-3,2
O=C1NC(=S)N/C1=C/c1cccc([N+](=O)[O-])c1O,106,-4,-1,-5.0,-23,5,0,3,1,-5
CC(Sc1ccccn1)C(=O)Nc1ccccc1 (centres undefined),100,-11,1,-0.6,5,-3,0,-14,2,1

Source: PubChem BioAssay
